# Source: PubChem (several laboratories)
# Peg3 promoter: Peg3 promoter-driven luciferase inhibitors, primary screen, cell-based, HeLa, luciferase luminescence; HeLa PEG-Prom luciferase reporter, overnight; hit rate 1.7% among 360,000; inhibition, % at 20 µM;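 active = inhibition of at least 50% at 20 µM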
# PDI turbidity: inhibitors of human PDI, primary screen, biochemical, turbidity, single point, plate reader | hit rate 0.052% among 350,000 | inhibition, % at 10 µM | Protein disulfide-isomerase (Homo sapiens), P07237 | PDI insulin aggregation turbidity, A650, 90 min | AID 588391, 2011;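 active = mean inhibition across replicates of 30% or more, whatever share of single replicates reach that level; inconclusive = mean inhibition below 30% while every single replicate reaches 30%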;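 note: absorbance from insulin aggregation driven by PDI reduction with DTT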
# Target sequence (P07237 whole entry, looked up): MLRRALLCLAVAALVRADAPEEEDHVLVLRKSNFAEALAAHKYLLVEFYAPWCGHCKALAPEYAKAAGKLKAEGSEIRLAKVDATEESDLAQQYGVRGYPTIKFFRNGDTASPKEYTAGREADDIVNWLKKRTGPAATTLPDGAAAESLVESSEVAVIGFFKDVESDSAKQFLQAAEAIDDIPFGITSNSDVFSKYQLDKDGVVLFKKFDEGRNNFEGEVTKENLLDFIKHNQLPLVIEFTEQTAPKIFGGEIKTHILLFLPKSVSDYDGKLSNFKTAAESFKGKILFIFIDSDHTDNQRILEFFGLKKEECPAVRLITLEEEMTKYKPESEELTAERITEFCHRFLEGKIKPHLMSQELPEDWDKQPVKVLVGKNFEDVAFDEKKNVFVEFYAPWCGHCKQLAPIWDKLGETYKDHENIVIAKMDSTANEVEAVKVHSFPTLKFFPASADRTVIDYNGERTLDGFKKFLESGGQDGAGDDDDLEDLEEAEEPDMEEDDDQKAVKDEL
# Shn3 inh set2: reduction of Shn3 3'UTR firefly luciferase signal, primary screen, Schnurri-3 inhibitor project, cell-based, Clone20 osteoblasts, set 2; Clone20 osteoblast Shn3 3'UTR firefly luciferase, 24 h; hit rate 0.52% among 360,000; AID 588674, 2011; inhibition, % at 12.5 µM;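 active = mean inhibition of at least 75% with every replicate also reaching 75%; inconclusive = mean inhibition at least 75% but some replicate below; inactive = mean inhibition below 75%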;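 note: 0% = median of neutral control wells and 100% = pilot-screen positive control compound; some compounds past the cut are filed as inactive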
# CaV13 ICDI inh: Disruptors of the CACNA1D IQ motif to Ca2+-dependent inactivation inhibitor domain association, primary screening, Förster resonance energy transfer in intact living … | HEK cells, CFP/YFP FRET ICDI-IQ, plate reader, 10 min; percent FRET-ratio fall versus neutral wells | inhibition, % at 12.3 µM | hit rate 0.098% among 340,000;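 active = mean replicate inhibition of at least 30% and at least 1% of replicates passing that level; inconclusive = only one of the two criteria is met; inactive = neither criterion is met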;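 note: 0% = median of the neutral control wells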
# TRPM1 prom inh: inhibitors of MITF-dependent TRPM1 promoter reporter, primary screen, cell-based, SK-MEL-5, single point, luciferase; SK-MEL-5 TRPM1 promoter luciferase, 24 h; inhibition, % at 12.5 µM; hit rate 0.83% among 330,000; AID 488899, 2010;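 active = mean inhibition across replicates of 60% or more, whatever share of single replicates reaches that level; inconclusive = some that reach 60%, reason not given; inactive = mean inhibition across replicates below 60%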; note: values of inactives mirror those of a sister screen read the other way
# HIF-2a inh: HIF-2a reporter inhibitors, primary screen, luminescence, 786-0 RCC cells | 786-0 RCC cells HIF-2a reporter, luciferase luminescence, overnight | inhibition, % at 18.8 µM | hit rate 0.72% among 360,000 | AID 624352, 2012;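 active = inhibition of the luminescence signal of 40% or more relative to plate controls, in a single-dose primary screen at 18.75 µM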
# KKLEB cytotox: cytotoxicity in KKLEB CF airway cells, primary screen, cytotoxicity control for CF NF-kB inhibitor project, cell-based, uHTS, fluorescence assay plates; KKLEB CF airway cells viability, ATPlite luminescence, overnight; stronger effect = lower value; cells stimulated with P. aeruginosa culture filtrate; activity change (cytotoxicity), % at 5 µM; hit rate 0.36% among 360,000;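 active = corrected activity change at or below -50% at 5 µM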
# CF NFkB block: inhibitors of PAF-induced NF-kB signaling, primary screen, cell-based, GFP fluorescence, uHTS. hit rate 0.86% among 360,000. KKLEB NF-kB-GFP reporter, GFP fluorescence overnight. inhibition, % at 5 µM. AID 588850, 2011;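 active = at least 50% inhibition at 5 µM, scaled per plate between neutral and stimulator controls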;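 note: PAF is a Pseudomonas aeruginosa culture filtrate used as stimulus; plate controls were PAF-stimulated DMSO wells for no effect and unstimulated DMSO wells for full effect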
# Vif inh: HIV Vif self-association inhibitors, primary screen, imaging, HEK293T, single point; inhibition, % at 7.49 µM; hit rate 0.35% among 340,000; HEK293T cells, Vif self-association by quenched fluorescence, 24 h; AID 602346, 2012; in the data active = inhibition above about 50%, passing the limit was not always enough; inconclusive = no clear call, values can overlap the other calls; inactive = below about 31%; note: some results filed as inactive read as strong as hits
# NR2E3 ag-1: inhibitors of NR2E3-RetCOR corepressor binding, primary screen, NR2E3 agonist project, biochemical, TR-FRET, GST-NR2E3, biotin-RetCOR. 1536-well. AID 2300, 2010. hit rate 0.12% among 320,000. inhibition of corepressor binding, % at 4.78 µM;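 active = percent inhibition above the cutoff of mean plus 3 SD of all tested compounds, set per screening campaign, cut at about 20% in these data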;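 note: 0% = DMSO wells and 100% = biotin wells as full block of FRET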
# Target sequence (Q9Y5X4 whole entry, looked up): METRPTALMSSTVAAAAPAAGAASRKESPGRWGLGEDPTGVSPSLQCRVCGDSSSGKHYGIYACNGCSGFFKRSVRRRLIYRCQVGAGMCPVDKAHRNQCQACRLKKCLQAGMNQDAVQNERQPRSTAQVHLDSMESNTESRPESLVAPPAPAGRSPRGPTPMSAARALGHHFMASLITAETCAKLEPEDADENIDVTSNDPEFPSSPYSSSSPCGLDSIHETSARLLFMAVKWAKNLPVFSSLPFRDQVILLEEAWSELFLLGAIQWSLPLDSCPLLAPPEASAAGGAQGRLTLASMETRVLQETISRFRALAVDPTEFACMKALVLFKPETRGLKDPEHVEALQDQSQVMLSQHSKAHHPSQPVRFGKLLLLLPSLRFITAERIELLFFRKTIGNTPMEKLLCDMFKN
#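 Test system – NR2E3–RetCOR corepressor complex · Quantity – NR2E3 fusion 1.35 nM · Buffer or medium – Tris pH 7.5 · Incubation – Compound–protein incubation for 5 h at 4 °C · Technique – TR-FRET, Eu(K)-anti-GST donor, streptavidin-D2 acceptor, ex 340, em 617/671 nm · Evaluation – percent inhibition of 671/617 nm emission ratio versus biotin and DMSO controls · Plate – 1536-well format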
# NR2E3 ag-2: NR2E3 agonists in two-hybrid cells, primary screen, cell-based, luminescence, CHO-S, Gal4-NCOR/VP16-NR2E3 | luciferase | inhibition of corepressor binding, % at 3.98 µM | hit rate 0.35% among 360,000 | AID 602229, 2012;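 active = inhibition above the mean of all tested compounds plus 3 SD, cut at about 70% in these data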;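 note: 0% = DMSO with NR2E3 transfected cells and 100% = cells lacking NR2E3 construct; higher means lower luciferase signal from less NR2E3 corepressor binding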
# * marks the source's active call; other numbers are inactive results; ? = inconclusive; / = no result given.
entry	Compound	Peg3 promoter	PDI turbidity	Shn3 inh set2	CaV13 ICDI inh	TRPM1 prom inh	HIF-2a inh	KKLEB cytotox	CF NFkB block	Vif inh	NR2E3 ag-1	NR2E3 ag-2
1	O=C(CNC(=O)c1ccc(Cl)cc1)N/N=C/c1cccnc1	12	0	7	-19	10	16	9	-5	-1	-5	-2
2	C(=C\c1ccccc1)/CN1CCN(C(c2cc3ccccc3o2)c2nnnn2Cc2ccccc2)CC1 (configuration not stated)	-3	/	12	/	/	-11	-18	24	6	/	9
3	CCOc1ccc(CNC(=O)CCS(=O)(=O)c2ccc3c(c2)NC(=O)CO3)cc1OC	1	9	2	-5	15	1	-6	11	9	-2	-1
4	CCn1c(C)c(C)c2cc(C(=O)NC3CCCCCC3)ccc21	-146	-2	-36	-2	-45	-93	-18	4	-18	0	-12
5	CN1CCN(C(=O)CCCN2C(=O)/C(=C/c3ccc(Cl)cc3)SC2=S)CC1	6	4	-39	/	-5	14	-10	30	-5	3	-15
6	COc1ccc(S(=O)(=O)Nc2ccc(C)cc2)cc1N(C)S(=O)(=O)c1ccc(Cl)cc1	19	4	1	/	-4	-10	13	11	-6	0	-9
7	Oc1c(C(c2ccccc2)N2CCCCC2)ccc2ccccc12 (configuration not stated)	20	-9	-4	-7	/	11	-31	68*	-3	/	-61
8	COc1ccc(CCNC(=O)c2cc(-c3ccccc3)c(N3CCOCC3)s2)cc1OC	17	/	22	-2	3	-4	-4	-8	-22	5	-28
9	Cc1cccc(CN2CCC(n3nccc3NC(=O)c3ccccc3C)CC2)n1	4	-2	-9	-2	-6	10	30	-57	12	-1	-13
10	O=S(=O)(c1cccs1)N1CCN(c2ccc(O)cc2)CC1	23	2	43	2	-5	1	1	10	-7	2	16
11	O=C(NC(=S)Nc1ccc(Cc2ccncc2)cc1)c1ccc(F)cc1	-29	-3	24	-3	-23	-99	30	-45	-16	4	-46
12	Cc1ccc(S(=O)(=O)N2CCN(C(=O)c3nn(C(C)C)c(=O)c4ccccc34)CC2)cc1C	10	1	-1	-2	-4	10	12	4	-2	3	9
13	Cc1oc2c(cc(NS(=O)(=O)c3ccc(C(C)C)cc3)c3ccccc32)c1C(=O)O	8	-5	2	-4	16	4	12	-26	12	2	-2
14	O=C(CSc1cccc[n+]1[O-])C12CC3CC(CC(C3)C1)C2	5	0	-22	3	6	16	9	-16	5	0	0
15	O=C(NS(=O)(=O)c1ccc(Cl)s1)c1ccccc1	0	4	-4	46*	13	20	3	-9	0	1	-68
16	CN(C(=O)COC(=O)c1ccc(=O)n(Cc2ccccc2)n1)C1CCS(=O)(=O)C1 (configuration not stated)	4	5	9	-3	-1	-3	23	-31	-3	2	-18
17	Cn1c(SCC(=O)NNC(=O)Nc2ccccc2)nnc1-c1ccccc1	1	-8	4	-2	12	15	-3	8	1	1	13
18	COc1ccc(C(=O)Nc2ccccn2)cc1S(=O)(=O)N1CCOCC1	-10	2	-10	-6	6	1	3	-3	-3	-1	5
19	CCCc1cc(=O)oc2c3c(cc(OCC(=O)NCc4ccccn4)c12)OC(C)(C)CC3	23	/	1	/	11	-7	-17	16	3	0	-21
20	O=C(C1CCCO1)N1CCN(c2ncccn2)CC1 (configuration not stated)	-5	-3	-18	-5	-3	8	1	-9	1	-1	5
21	CC(C)c1nc(SCC(=O)Nc2ccc(N(C)C)cc2)c2ccccc2n1	30	12	24	-5	9	21	-12	32	-8	-4	1
22	CC(=O)NC(CC(=O)OCC(=O)N1CCN(S(=O)(=O)c2ccc(C)cc2C)CC1)c1ccccc1 (configuration not stated)	17	-14	4	-1	-8	2	-23	-2	0	1	18
23	O=C(CN1CCOCC1)N/N=C/c1ccc(-c2ccc(C(=O)O)cc2)o1	-16	6	10	-1	3	13	-5	5	?	4	-9
24	O=Cc1ccc(C(=O)OCC(=O)NCCC2=CCCCC2)cc1	0	8	0	-6	2	-2	10	-11	11	-4	-3
25	COCCn1c(SCC(=O)Nc2ccc(S(=O)(=O)N3CCOCC3)cc2)nc2ccccc21	-8	-4	-2	-5	2	13	-1	-3	-5	3	0
26	Cn1ccnc1Sc1ccc(/C=N/NC(=O)c2ccccc2O)cc1[N+](=O)[O-]	-31	9	-46	-17	9	-60	-1	-18	14	0	11
27	O=C(c1ccc2c(c1)OCCO2)N1CCCC(CNS(=O)(=O)c2cccs2)C1 (configuration not stated)	4	5	8	-1	-8	-7	-3	11	2	0	-7
28	Cc1ccc(-n2nnnc2SCC(=O)NC(=O)Nc2ccc3c(c2)OCCO3)cc1	-162	4	-83	-9	-23	-152	5	4	8	0	-3
29	COC(=O)CNC(=O)CSc1nc2sccc2c(=O)n1-c1ccccc1	8	3	-8	-7	-6	4	12	-6	3	5	4
30	CCOC(=O)N1CCN(Cc2nc3cc(NC(=O)c4ccco4)ccc3n2CC)CC1	-60	-4	-64	-4	-33	-73	5	15	-10	3	-37
31	O=C(c1ccco1)c1cn(CC(=O)N2CCCC2)c2ccccc12	2	-2	11	-7	-1	13	13	-1	-3	0	-26
32	Cc1ccc(C(=O)N2CCN(S(=O)(=O)c3cc(Br)ccc3Br)CC2)o1	20	-15	-4	-3	3	9	0	-1	-1	4	10
33	O=C(OC1CCN(c2ncc(C(F)(F)F)cc2Cl)CC1)c1ccccc1	3	1	-2	-4	-9	6	-1	9	-14	-3	-8
34	CCOC(=O)c1c(CN2CCN(c3ccccc3)CC2)oc2cc(Br)c(O)cc12	-28	0	-9	-22	-11	11	-4	-6	-19	1	-24
35	CCOC(=O)c1c(/N=C/N(C)C)sc(C(=O)OC)c1C	-13	-1	12	-9	8	-10	-6	-6	-4	5	-11
36	CC(=O)Nc1ccc(S(=O)(=O)N2CCC(NC(=O)C(Cc3ccc(C)cc3)NC(C)=O)CC2)cc1 (configuration not stated)	11	-1	3	-2	-5	13	6	-9	6	/	17
37	CC1CN(C(NC(=O)c2ccccc2)C(Cl)(Cl)Cl)CC(C)O1 (configuration not stated)	2	3	9	-3	-10	8	5	-4	4	/	-7
38	O=C(CCCc1nc(-c2ccccc2Cl)no1)NC1CCCC1	39	-6	73	-2	76*	88*	-9	4	-7	-1	62
39	N#C/C(=C\c1ccc(-c2ccccc2[N+](=O)[O-])o1)C(N)=O	6	-1	-9	-3	8	-7	-12	28	-3	-3	-11
40	Cc1c(C(=O)/C=C/c2cccs2)oc2ccc(F)cc12	-189	-8	2	/	-17	-123	0	-20	/	-3	-12
41	CCc1cc2c(cc3c(=O)n(CC(=O)NCCCN(CC)CC)nc(CC)n32)s1	10	-11	12	-3	8	8	-4	2	1	-1	-33
42	Cc1ccc(-c2noc(CSc3nnc(Cc4ccccc4)n3-c3ccc(Cl)cc3)n2)cc1	28	-8	0	-8	0	-13	-31	4	-9	1	-1
43	CNC(=O)C(=O)NCC1OCCN1S(=O)(=O)c1ccc2c(c1)OCCO2 (configuration not stated)	3	4	2	1	3	15	1	0	11	3	-4
44	CC(NC(=O)C(=O)NCCN1CCN(C(=O)c2ccccc2Br)CC1)c1ccccc1 (configuration not stated)	11	-3	-3	-2	4	7	1	-7	-23	1	-20
45	O=c1c2cnn(-c3ccccc3)c2ncn1Cc1cccc(Cl)c1	0	-5	15	-5	-9	-23	2	-17	0	0	-4
46	C/C=C/C(=O)N1CC2(CC(c3cccc(NC(=O)CC(c4ccccc4)c4ccccc4)c3)=NO2)C[C@H]1C(N)=O (some centres not stated)	5	-2	-17	-12	-12	11	-4	-8	-11	3	-39
47	CCC1=C(OC(=O)N(CC)CC)N2C(=O)OC(=NCCOC)[C@]2(Cc2ccccc2)[C@H]2C1=CC[C@H]1C(=O)NC(=O)[C@H]12	4	-4	20	-5	-4	2	3	14	/	1	-12
48	COc1ccccc1N1CC(C(=O)NC2CCCCCC2)CC1=O (configuration not stated)	10	-4	-5	-5	-19	-16	-8	8	9	/	-27
49	CN(Cc1ccc(Cl)cc1)C(=O)COC(=O)c1ccc(-c2ccc(O)cc2)cc1	-20	-8	-4	-4	-6	7	17	-9	8	3	-5
50	COCc1cc(=O)n2[nH]c(SC)nc2n1	1	-2	13	-4	-3	19	-10	-4	3	1	0
51	CC(=O)c1ccc(NC(=O)COC(=O)c2ccccc2Nc2ccccc2)cc1	-50	-12	13	-5	-3	-13	-11	-24	5	-1	-20
52	O=C(O)C1CC1(c1ccccc1)c1ccccc1 (configuration not stated)	-4	-2	-6	11	7	16	3	13	1	1	4
53	O=C(NCc1cccc2ccsc12)c1cccs1	-134	2	-17	-6	-22	-105	5	2	-8	-5	-42
54	C=C(C)CSc1nncn1/N=C/c1ccc(OC)cc1	-187	-12	-29	-2	-91	-160	-6	6	6	4	-82
55	O=C(Nc1nccs1)c1ccc(NC(=O)C2CC=CCC2C(=O)O)cc1 (configuration not stated)	6	-14	-11	-5	0	2	3	7	-12	0	6
56	C[C@H](CO)N1C[C@H](C)[C@@H](CN(C)S(=O)(=O)c2ccccc2)Oc2ccc(NS(=O)(=O)c3ccccc3)cc2C1=O	-5	-8	8	-3	-2	-7	18	-23	-4	/	2
57	Cc1cc(C)nc(SCC(=O)Nc2ccc(N3CCOCC3)cc2)n1	10	-3	22	-9	3	8	3	7	0	2	9
58	CS/C(=C\[N+](=O)[O-])Nc1ccccc1	-2	-9	3	/	5	1	-6	-7	2	0	-8
59	CCCC(=O)NCCc1nc2ccccc2n1C	6	3	-1	-5	2	6	-9	12	6	0	-22
60	CCc1ccc(-c2cc(C(F)(F)F)n3nc(C(=O)Nc4c(C)nn(Cc5ccccc5C)c4C)cc3n2)s1	8	5	74	/	-10	-17	-25	-2	7	1	6
61	Cc1cc(C)nc(SCc2ccc(C(=O)N/N=C/c3ccccn3)cc2)n1	1	-1	12	-23	24	6	-26	14	1	-1	-34
62	COc1ccccc1NS(=O)(=O)c1ccc(NC(=O)Cc2cccs2)cc1	14	7	24	-5	0	19	0	-4	-3	3	2
